Screening data from PubChem BioAssay.
SIAH1 antagonists = Siah-1 peptide-binding antagonists, primary screen, biochemical, fluorescence polarization, rhodamine-plectin, uHTS (AID 1817); E3 ubiquitin-protein ligase SIAH1 (Homo sapiens); Siah-1 / rhodamine-plectin peptide fluorescence polarization; higher % means a stronger effect; displacement, % at 20 µM, or IC50 in µM where a hit was titrated; 290,000 tested, 0.02% active;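 active = displacement of at least 50% at 20 µM, with a fluorescence ratio check between 0.3 and a set limit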;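 also: plate controls were Siah plus tracer with DMSO for no effect and tracer alone without Siah for full effect; strong numbers were not always called active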
Lipid droplet = inhibitors of hepatocyte lipid droplet formation, primary screen, imaging, high-throughput imaging, BODIPY stain; 240,000 tested, 0.4% active; AML12 mouse hepatocytes, oleate lipid droplets; inhibition, % at 6.5 µM;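 active = lipid droplet intensity inhibited by at least 50%, with more than 500 cells counted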
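Assay system: AML12 hepatocytes (mouse); Probe or stimulus: oleic acid at 100 µM to induce lipid droplet formation; Dosing: compound at 6.5 µM only; Schedule: compound with oleate, overnight; Detection: fluorescence imaging, 20x objective, two fields per well; Measure: % inhibition of lipid droplet signal.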
PMI inhibition = human PMI inhibitors, high substrate, primary screen, biochemical, fluorescence intensity, high mannose 6-phosphate (AID 1220). Mannose-6-phosphate isomerase (Homo sapiens). recombinant PMI enzyme, coupled fluorescence intensity; higher % means a stronger effect. inhibition, % at 20 µM; hits with a dose series show IC50 in µM. 190,000 tested, 0.66% active
human PMI inhibition = inhibitors of human PMI, primary screen, biochemical, fluorescence intensity, coupled assay (AID 1209). Mannose-6-phosphate isomerase (Homo sapiens). purified PMI enzyme, coupled fluorescence intensity; higher % means a stronger effect. inhibition, % at 20 µM; hits with a dose series show IC50 in µM. 190,000 tested, 0.42% active;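 also: plate controls were DMSO vehicle for no effect and wells lacking substrate for full effect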
XIAP antagonists = XIAP antagonists, biochemical, IAP family, fluorescence polarization (AID 1018) | XIAP BIR domain, fluorescence polarization peptide displacement; higher % means a stronger effect | displacement, % at 20 µM, or IC50 in µM where a hit was titrated | 200,000 tested, 0.007% active; in the data active = displacement above about 50%; also: a part of the inactive calls stands beside numbers as strong as those of hits
P. falciparum M1AAP = P. falciparum M1AAP inhibitors, biochemical, fluorogenic H-Leu-NHMec substrate, 1536-well (AID 1445); Aminopeptidase N (Plasmodium falciparum (isolate 3D7)); recombinant M1AAP, H-Leu-NHMec fluorogenic kinetic assay; higher % means a stronger effect; inhibition, % at 30 µM, or IC50 in µM where a hit was titrated; 220,000 tested, 0.42% active;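 active = primary inhibition above the hit cutoff, then over 50% inhibition at one or more dose response concentrations, cut at about 23% in these data, passing the limit was not always enough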;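 also: plate controls were DMSO full reaction for no effect and no enzyme background for full effect; strong numbers were not always called active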
TNAP activators = human TNAP enzyme activators, primary screen, biochemical, luminescent, no phosphate acceptor, uHTS (AID 1001) | purified TNAP, luminescent activation assay, no phosphate acceptor; higher activation fold means a stronger effect | activation fold at 20 µM, or EC50 in µM where a hit was titrated | 200,000 tested, 0.03% active; in the data active = activation fold from about 3, or a potency from the dose series; inactive = the rest, 99 in 100 with activation fold below about 1.6; also: many of its hits are not listed in these tables
P. falciparum M17LAP = P. falciparum M17LAP inhibitors, primary screen, biochemical, fluorogenic H-Leu-NHMec substrate, 1536-well (AID 1619) | one-dose inhibition, % at 30 µM; IC50 in µM for titrated hits | Leucine aminopeptidase (Plasmodium falciparum (isolate 3D7)) | recombinant M17LAP, H-Leu-NHMec fluorogenic kinetic assay; higher % means a stronger effect | 220,000 tested, 0.38% active;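 active = compound inhibiting the enzyme by more than half at any dose during confirmatory dose-response retesting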;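 also: plate controls were full reaction with DMSO carrier for no effect and no enzyme background for full effect; strong numbers were not always called active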
UTI89 phage lysis = inhibition of K1F phage lysis, E. coli UTI89, bacterial capsule biogenesis inhibitors, alamar blue (AID 488966). E. coli UTI89 K1F phage lysis, alamar blue, 2 h; higher % means a stronger effect. inhibition, % at 100 µM, or IC50 in µM where a hit was titrated. 340,000 tested, 0.02% active;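 active = phage lysis inhibition, versus mean bacterial control, above a set limit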;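 also: capsule biogenesis inhibitors block K1F phage lysis so surviving cells raise fluorescence; higher fluorescence means more inhibition of phage lysis; actives were called in the ten point dose series up to 300 µM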
Lipid droplet cells 6.5 µM = further read-out of Lipid droplet, marked with its call; cell count; measured here: cell count, cytotoxicity flag;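 cells counted across two imaged fields per well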
* = called active by the depositor; x = no result given; [ ] = dose if it differs, or a comment. Rule as the data show it, unless noted: active = inhibition above about 50%; inactive = the rest.

SMILES	SIAH1 antagonists	Lipid droplet	Lipid droplet cells 6.5 µM	PMI inhibition	human PMI inhibition	XIAP antagonists	P. falciparum M1AAP	TNAP activators	P. falciparum M17LAP	UTI89 phage lysis
Cc1ccccc1-n1cc[nH]c1=S	9%	32	694	-35%	-27%	-4.9%	6%	1.5	-2%	0.3%
NC(=O)CCC(=O)N1CCCC(C(=O)c2ccc3c4c(cccc24)CC3)C1 (stereo not given)	2%	19	706	x	x	-4.2%	-2%	1.1	-52%	0.4%
Oc1c(C(c2ccco2)N2CCC3(CC2)OCCO3)sc2ncnn12 (stereo not given)	0%	x	x	6%	24%	-2.4%	3%	1.1	10%	0.2%
O=C(Cc1ccccc1)Nc1ccc2c(c1)C(=O)N(CC1CCCO1)C2=O (stereo not given)	4%	-1	637	10%	14%	0.0%	3%	1.1	-16%	0.1%
COc1ccc(/C=c2/sc3n(c2=O)C(c2ccccc2OC)C2=C(N=3)c3ccccc3CC2)cc1O (stereo not given)	-3%	x	x	23%	15%	-16%	-5%	0.9	10%	1.6%
Cc1ccc(NC(=S)N(CCCN2CCOCC2)Cc2ccccn2)cc1	-3%	1	681	-7%	-9%	-16%	-2%	1	14%	1.1%[50 µM]
CC(C)(C)NC(=O)COC(=O)c1ccc(O)cc1	-2%	2	764	-7%	-10%	-1.9%	12%	0.9	7%	-0.3%
CCc1ccc(CNn2cnnc2SCC(=O)NC(C)(C)C)cc1	-2%	-10	696	-4%	-5%	-7.3%	-2%	1.1	-1%	0.4%
NC(=O)CC(NC(=O)Cc1ccc(Br)cc1)c1ccc(NCc2ccccn2)c([N+](=O)[O-])c1 (stereo not given)	-2%	19	702	x	x	x	16%	x	16%	0.7%
Cn1c(C2CCCCC2)nc2c1c(=O)[nH]c(=O)n2Cc1ccccc1	9%	5	673	10%	7%	-1.4%	1%	1.2	3%	-1.6%
Cc1cc(C)c2nc(NC(=O)c3cccc(S(=O)(=O)N4CCc5ccccc54)c3)sc2c1	-1%	-10	703	20%	12%	-2.6%	3%	1	6%	2.4%[50 µM]
Clc1ccc(-c2ccc(C=Nc3ccc(N4CCOCC4)cc3)o2)c(Cl)c1	0%	1	683	48%	20%	-4.8%	1%	0.9	-7%	0.4%
Cc1nc(C)c(C(=O)C2=C(O)C(=O)N(CCCn3ccnc3)C2c2ccc(Cl)cc2)s1 (stereo not given)	4%	x	x	-1%	-3%	-5.5%	6%	1	15%	0.2%
CCc1nnc(NC(=O)CSc2nc3cc4c(cc3cc2C)OCCO4)s1	7%	x	x	-6%	-5%	-4.1%	-4%	1.1	7%	2.2%
COCCNc1nc2nonc2nc1N(C)Cc1ccc(C)cc1	-2%	-2	721	12%	13%	-8.2%	10%	1	3%	0.2%

Five compounds picked at random from the list so far, as already listed:
SMILES	SIAH1 antagonists	Lipid droplet	Lipid droplet cells 6.5 µM	PMI inhibition	human PMI inhibition	XIAP antagonists	P. falciparum M1AAP	TNAP activators	P. falciparum M17LAP	UTI89 phage lysis
Oc1c(C(c2ccco2)N2CCC3(CC2)OCCO3)sc2ncnn12 (stereo not given)	0%	x	x	6%	24%	-2.4%	3%	1.1	10%	0.2%
COc1ccc(/C=c2/sc3n(c2=O)C(c2ccccc2OC)C2=C(N=3)c3ccccc3CC2)cc1O (stereo not given)	-3%	x	x	23%	15%	-16%	-5%	0.9	10%	1.6%
Cc1ccccc1-n1cc[nH]c1=S	9%	32	694	-35%	-27%	-4.9%	6%	1.5	-2%	0.3%
Cc1cc(C)c2nc(NC(=O)c3cccc(S(=O)(=O)N4CCc5ccccc54)c3)sc2c1	-1%	-10	703	20%	12%	-2.6%	3%	1	6%	2.4%[50 µM]
O=C(Cc1ccccc1)Nc1ccc2c(c1)C(=O)N(CC1CCCO1)C2=O (stereo not given)	4%	-1	637	10%	14%	0.0%	3%	1.1	-16%	0.1%

New compounds follow
SMILES	SIAH1 antagonists	Lipid droplet	Lipid droplet cells 6.5 µM	PMI inhibition	human PMI inhibition	XIAP antagonists	P. falciparum M1AAP	TNAP activators	P. falciparum M17LAP	UTI89 phage lysis
CCOc1ccc(CCNC(=O)CCS(=O)(=O)c2ccc(OC)cc2)cc1OCC	24%	84*	700*	-1%	-4%	-3.8%	1%	1.1	5%	0.1%
CCOCc1nnc(NC(=O)CCc2ccccc2)s1	-2%	5	767	-1%	3%	-9.7%	7%	1.1	6%	-0.3%
Cc1nnc(NC(=O)c2cccc(Br)c2)s1	0%	6	675	-9%	-5%	-4.7%	-8%	1	0%	0.6%
COc1ccc(C(CC(=O)N2CCCCC2)c2c(OC)cc(OC)c3c(-c4ccccc4)cc(=O)oc23)cc1 (stereo not given)	18%	-21	786	x	x	x	3%	x	5%	0.3%
CCOC(=O)C(CCCOc1cccc(OC)c1)C(=O)OCC	-5%	x	x	-3%	1%	-0.4%	-4%	1.1	-3%	-0.6%
O=C(Nc1ccn(Cc2c(F)c(F)cc(F)c2F)n1)c1ccc(COc2ccc(Cl)cc2Cl)o1	3%	-34	716	17%	18%	-4.8%	-11%	1.2	-1%	6.7%
COCCCN=C1NN=C(c2cc(C)n(-c3ccccc3)c2C)CS1	-8%	2	757	29%	14%	-1.7%	7%	1	4%	-0.1%
CCOC(=O)C1CCN(S(=O)(=O)Cc2ccccc2)CC1	-2%	x	x	-7%	-11%	-4.1%	-7%	1	4%	3.7%
COc1ccc(Cn2c(S(=O)(=O)CC(N)=O)nc3ccccc32)cc1[N+](=O)[O-]	0%	-4	716	21%	20%	-27%	-1%	1	3%	x
O=c1cc(O)c2c(=O)n(C3CCCCC3)c3ccccc3c2o1	-3%	x	x	10%	0%	-7.8%	8%	0.9	-9%	-0.6%
Cc1ccccc1NC(=O)c1ccc2c(c1)C(=O)N(CCC(C)C)C2=O	5%	3	744	-10%	-7%	-6.3%	5%	1.1	6%	3.0%[50 µM]
CC1(C)CC(=O)C(C=NCc2cccnc2)=C(O)C1	-1%	x	x	-7%	-9%	-2.1%	5%	1.1	-2%	-1.0%
O=C(/C=C/c1ccncc1)c1ccc2c(c1)OCCO2	-1%	0	722	-4%	3%	-1.9%	7%	1.1	8%	-2.1%
COc1ccc(CN2CCNC(=O)C2CC(=O)NCc2cn3ccc(C)cc3n2)c(OC)c1 (stereo not given)	-2%	3	738	16%	10%	-8.1%	1%	1.2	0%	0.0%
CN(Cc1ccccc1)C(=O)COC(=O)/C=C/c1ccco1	25%	4	705	-6%	-12%	-12%	11%	0.9	23%	0.0%

No new results follow: an excerpt of the list.
SMILES	SIAH1 antagonists	Lipid droplet	Lipid droplet cells 6.5 µM	PMI inhibition	human PMI inhibition	XIAP antagonists	P. falciparum M1AAP	TNAP activators	P. falciparum M17LAP	UTI89 phage lysis
Cc1ccccc1-n1cc[nH]c1=S	9%	32	694	-35%	-27%	-4.9%	6%	1.5	-2%	0.3%
NC(=O)CCC(=O)N1CCCC(C(=O)c2ccc3c4c(cccc24)CC3)C1 (stereo not given)	2%	19	706	x	x	-4.2%	-2%	1.1	-52%	0.4%

The list continues:
SMILES	SIAH1 antagonists	Lipid droplet	Lipid droplet cells 6.5 µM	PMI inhibition	human PMI inhibition	XIAP antagonists	P. falciparum M1AAP	TNAP activators	P. falciparum M17LAP	UTI89 phage lysis
CN(C)C(=S)N=Nc1[nH]c2ccccc2c1O	5%	-62	482	18%	3%	-5.5%	12%	1.4	5%	x
O=C(CSc1ccc2nnc(-c3ccccn3)n2n1)Nc1nccs1	6%	-4	752	-1%	-7%	-4.6%	3%	1.1	17%	0.2%
CS(=O)(=O)N(CC(=O)Nc1ccccc1-c1ccccc1)c1cccc(F)c1	19%	5	773	14%	16%	-5.3%	1%	1	-10%	-0.3%
Cc1cc(C)cc(NC(=O)CN2CCN(CCN=CC3=C(O)CC(c4ccc(Cl)cc4)CC3=O)CC2)c1 (stereo not given)	4%	8	660	11%	2%	-4.1%	3%	1	0%	0.1%
O=C(NN=C1CCCCCC1)c1c[nH]c2ccccc12	1%	-8	594	-6%	-6%	-7.9%	4%	1	14%	0.1%[50 µM]
NS(=O)(=O)c1cccc(NC(=S)NCc2ccc3c(c2)OCO3)c1	2%	9	671	3%	4%	-19%	6%	1	-3%	0.3%
Cc1ccc2nc(N3CCN(S(=O)(=O)c4ccc5c(c4)OCCO5)CC3)c(C#N)cc2c1	4%	x	x	4%	4%	3.8%	4%	1.1	-1%	0.3%
Cc1nc2cc(C(F)(F)F)ccc2n1C1CCN(CC(=O)N2CCCC2)CC1	0%	-19	681	5%	-2%	-5.9%	-4%	1	-17%	-0.9%
O=C(Nc1cccc(C(=O)O)c1)/C(=C\c1ccc2c(c1)OCO2)NC(=O)c1ccccc1	5%	-15	676	-25%	-18%	-3.0%	-15%	1.1	39%	x
O=C(NCCc1ccccn1)c1cccnc1Oc1ccc(Cl)cc1	1%	16	749	x	x	x	6%	x	0%	-0.6%
Cn1c(SCC(=O)NCC2CCCO2)nnc1-c1ccc(S(=O)(=O)N2CCCC2)cc1 (stereo not given)	4%	x	x	-3%	-2%	-10%	9%	1.1	-4%	4.1%
COC(=O)c1cccc(S(=O)(=O)N2CCC(C)CC2)c1	1%	4	748	11%	12%	-3.2%	-1%	1.1	-3%	0.4%
O=C(CSCc1c(Cl)cccc1Cl)NCc1ccco1	-1%	-5	729	-14%	-10%	1.5%	7%	1.1	11%	5.0%
COc1ccc(NC(=O)C(NC(C)=O)C(=O)NCc2ccccc2Cl)cc1 (stereo not given)	-3%	-15	690	0%	3%	-5.5%	-3%	1	14%	0.5%
O=C1c2cc(F)ccc2OC2(CCNCC2)C12CC(c1ccccc1)=NO2 (stereo not given)	-2%	x	x	x	x	x	3%	x	16%	0.5%
O=c1cc(O)c(-c2ccc(Cl)cc2)c(Cl)[nH]1	-2%	1	741	x	x	x	10%	x	10%	-0.2%
Cc1ccc(NC(=O)COc2ccccc2CNC(C)(C)CC(C)(C)C)cc1	8%	1	660	6%	7%	-7.6%	0%	1.5	-24%	2.4%
Cc1cc(C)cc(NC(=O)C(OC(=O)c2ccc([N+](=O)[O-])o2)c2ccccc2)c1 (stereo not given)	21%	-32	611	26%	16%	-1.0%	5%	1.1	14%	-5.4%
COc1ccccc1N1CCN(C(=S)NC(=O)/C=C/c2ccc(F)cc2)CC1	-3%	11	733	x	x	x	7%	x	10%	x
COc1ccc(-n2c(C)nc3cc(C(=O)NCCN4CCOCC4)ccc32)cc1	-3%	-7	728	-1%	-1%	-1.7%	5%	1.1	0%	0.4%
CCOC(=O)c1oc2ccccc2c1NC(=O)c1ccc(Cl)s1	7%	-4	681	18%	21%	-6.4%	-1%	1.1	7%	-0.9%

Random draw from the library; any-hit rate near 1.9%.
